G9a inh = blocks human histone lysine methyltransferase G9a; G9a H3K9 monomethylation, AlphaScreen, 2 h; hit rate 8.8% among 350,000; Q96KQ7; Potency, µM (highest dose often 102 µM), inactives show top-dose activity, negative = inhibition, actives largely listed as inhibitors; also: % is scaled to controls: 0 for no effect and ±100 for the full control effect; nearly all actives have a fitted effect of over 75% in size
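Signal arises when biotinylated H3K9 peptide, once monomethylated, bridges streptavidin donor and antibody-captured acceptor beads. Enzyme at 20 nM was preincubated 15 min with test compounds; peptide 500 nM and SAM 20 uM then reacted for 2 h.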
Pol iota inh = DNA polymerase iota (human) inhibition; Q9UNA4; Pol iota fluorescent replication assay, 10 min; Potency, µM (titrated, usually from 115 µM), for the others: at the top dose activity, negative = inhibition, hits mostly inhibitors; hit rate 1% among 390,000
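Pol iota at 10 nM preincubated 15 min with compounds at room temperature; reaction started with fluorescent substrate, 50 nM final. Fluorescence read kinetically at 0 and 10 min; buffer-only wells as negative control.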
JMJD2A Tudor = inhibitors of human JMJD2A Tudor domain | hit rate 4.4% among 390,000 | O75164 | Potency, µM (titrated, usually from 114 µM), for the others: at the top dose activity change, negative = inhibition, usual class: inhibitors | AlphaScreen JMJD2A-Tudor / H3K4me3 peptide binding; also: % is scaled to controls: 0 for no effect and ±100 for the full control effect; nearly all actives have a fitted effect of over 50% in size
PGK inhibitor = inhibitors of T. brucei phosphoglycerate kinase | Potency, µM (top dose mostly 57.5 µM), for inactives: top-dose activity change, negative = inhibition, actives largely listed as inhibitors | hit rate 0.043% among 380,000 | AID 602233 | PGK/GAPDH coupled, Kinase-Glo luminescence, 60 min; also: % is scaled to controls: 0 for no effect and ±100 for the full control effect; nearly all actives have a fitted effect of over 60% in size
Target sequence (P07378 whole entry, looked up): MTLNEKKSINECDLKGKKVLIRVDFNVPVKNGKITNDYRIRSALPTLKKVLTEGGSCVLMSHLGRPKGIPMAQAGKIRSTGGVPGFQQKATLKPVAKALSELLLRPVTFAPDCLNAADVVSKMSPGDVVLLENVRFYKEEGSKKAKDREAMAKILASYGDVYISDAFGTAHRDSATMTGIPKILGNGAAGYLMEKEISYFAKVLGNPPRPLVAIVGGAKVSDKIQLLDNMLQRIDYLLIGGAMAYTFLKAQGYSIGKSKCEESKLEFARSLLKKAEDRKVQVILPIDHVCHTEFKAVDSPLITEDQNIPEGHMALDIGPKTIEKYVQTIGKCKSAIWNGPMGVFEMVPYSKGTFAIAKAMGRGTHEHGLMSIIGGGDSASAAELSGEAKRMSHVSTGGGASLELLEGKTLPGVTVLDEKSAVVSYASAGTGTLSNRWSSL
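Recombinant glycosomal PGK reaction used 1,3-bisphosphoglycerate generated in-well by GAPDH (100nM final) in 100mM TEA pH 7.6, 5mM MgCl2, 0.01% Tween-20. After 60 minutes at room temperature, ATP was read by Kinase-Glo Plus luminescence end-point.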
BAZ2B block = blocks human BAZ2B; Potency, µM (top dose mostly 114 µM), for inactives: at the highest dose activity change, negative = inhibition, most hits filed as inhibitors; AlphaScreen BAZ2B-H3K14Ac peptide displacement; AID 504333; hit rate 4.4% among 360,000; also: % is scaled to controls: 0 for no effect and ±100 for the full control effect; nearly all actives have a fitted effect of over 60% in size
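AlphaScreen displacement: compounds (up to 110uM) incubated 30 min at room temperature with a preformed 50 nM BAZ2B/50 nM biotinylated H3K14Ac peptide complex in PBS pH 7.4 with Tween-20. Donor and acceptor beads at 10 ug/mL final added, 20 min light-protected before reading.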
BLM helicase inh = blocks DNA unwinding by human BLM helicase; Potency, µM (highest dose often 56.1 µM), for inactives: at the highest dose activity change, negative = inhibition, usual class: inhibitors; recombinant BLM DNA unwinding, fluorescence dequenching; hit rate 0.2% among 350,000;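 also: plate controls were vehicle for no effect and no enzyme for full effect; nearly all actives have a fitted effect of over 35% in size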
Pin1 inhibitor = inhibitors of human Pin1. Potency, µM (series often up to 115 µM), for inactives: top-dose activity, negative = inhibition, actives largely listed as inhibitors. hit rate 0.009% among 390,000. Q13526. Pin1 FP peptide displacement, HiFluor488, 10 min; active = well fitted inhibition curve with a large enough effect in the polarisation, with a control signal flat, not every such curve was filed as active; inconclusive = small, poorly fitted or top-dose-only effect, or effect the other way, or a change in a side signal; inactive = no such curve, though single readings can be large or run the other way; the % refers to the polarisation; also: % is scaled to controls: 0 for no effect and ±100 for the full control effect
Target sequence (Q13526 whole entry, looked up): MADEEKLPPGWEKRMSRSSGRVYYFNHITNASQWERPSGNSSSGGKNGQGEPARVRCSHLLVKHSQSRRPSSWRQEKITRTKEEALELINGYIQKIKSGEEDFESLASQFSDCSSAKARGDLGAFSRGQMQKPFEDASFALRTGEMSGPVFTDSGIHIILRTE
HP1b binding inh = HP1-beta chromodomain-methylated histone interaction inhibition; P83916; AlphaScreen HP1-beta / biotin-H3K9me3 peptide binding; Potency, µM (series often up to 114 µM), for the others: at the top dose activity change, negative = inhibition, usual class: inhibitors; hit rate 0.56% among 390,000; AID 540317; also: nearly all actives have a fitted effect of over 70% in size; inactives centre near 23
Target sequence (P83916 whole entry, looked up): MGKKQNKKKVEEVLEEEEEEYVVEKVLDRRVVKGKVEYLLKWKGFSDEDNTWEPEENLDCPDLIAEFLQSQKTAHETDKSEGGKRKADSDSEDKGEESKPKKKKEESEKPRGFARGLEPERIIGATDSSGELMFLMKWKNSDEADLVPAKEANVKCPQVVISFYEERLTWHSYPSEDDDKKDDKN
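Compound inhibition of the preformed complex between 50 nM HP1-beta and 50 nM biotinylated H3K9me3 peptide was read by AlphaScreen. Buffer was PBS pH 7.4 with 0.01% Tween-20. Incubations ran 30 min at room temperature, with 10 ug/mL donor/acceptor beads.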
GLS inh = blocks human kidney-isoform glutaminase activity; Potency, µM (top dose mostly 45.5 µM), for inactives: at the top dose activity change, negative = inhibition, hits mostly inhibitors; GLS enzymatic activity, qHTS titration; O94925; hit rate 0.21% among 410,000; AID 624170; also: % is scaled to controls: 0 for no effect and ±100 for the full control effect
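Assay buffer: 45 mM KH2PO4 pH 8.2, 0.02% Tween-20. hKGA acts on L-glutamine (1 mM solution added); product glutamate is reported by an oxidase/peroxidase Amplex Red coupling, with fluorescence taken at baseline and 30 min.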
Starred values were filed as active, the others as inactive; i = inactive; ? = inconclusive; nt = no result given; & = joins results of further samples; [ ] = remark or other dose. Unless noted, calls follow the shape of the dose curve; as a rule, active = well fitted curve in the direction sought with a large enough effect; inconclusive = small, poorly fitted or top-dose-only effect, or another doubt; inactive = no such curve, though single readings can be large; an effect the other way counts as inactive or inconclusive. Potency is read from the fitted curve at half-maximal effect.

Pin1 inhibitor	Pol iota inh	HP1b binding inh	BLM helicase inh	BAZ2B block	PGK inhibitor	G9a inh	JMJD2A Tudor	GLS inh	SMILES
0%	40%[activator]	17%	2%	-3%	-3%	nt	-9%	-11%	COc1cc(S(=O)(=O)NC2CCCC2)c(OC)cc1C
-1%	-26%	14%	-3%	-3%	-6%	-4%	0%	44%[activator]	Cc1[nH]nc(SCC(=O)Nc2cccc(O)c2)c1[N+](=O)[O-]
1%	?	48%[activator]	-1%	-3%	11%	-17%[12.7 µM]	2%[11.4 µM]	11%	COc1ccc(CC(=O)N2CCN(c3ccccn3)CC2)cc1OC
0%	1%[58.9 µM]	49%[activator]	-2%	-9%	-2%	?	-7%	-2%	COc1cc(S(=O)(=O)NC2CCCCC2)ccc1F
-2%	12%	32%	-2%	-2%	-11%	7%[59 µM]	19%	-1%	CC(=O)Nc1ccccc1OCC(=O)NC(C)c1ccc(F)cc1 (stereo not given)
1%	-22%	28%	0%	-6%	-5%	0%	-5%	-5%	COCCCN1C(=O)c2ccc(C(=O)NCc3ccccn3)cc2C1=O
4%	11%	30%	0%	-3%	-3%	9%[12.7 µM]	-14%	3%	CCOCCn1c(SCc2ccccc2)nc2c1c(=O)[nH]c(=O)n2C
-4%	48%[activator]	-5%	-2%	?	i	40µM*	-30%	28%	COC(=O)Cn1cc(/C=C/[N+](=O)[O-])c2ccccc21
-3%	-2%	-23%	nt	nt	-4%	nt	-29%	22%	CCN1/C(=c2/s/c(=C3/C(=O)N(c4ccccc4)N=C3C)n(CC)c2=O)C=Cc2ccccc21
-1%	5%	48%[activator]	nt	11%	-3%	5%[12.7 µM]	-4%	-8%	Cc1cnc(NC(=O)c2ccc(-c3ccc([N+](=O)[O-])cc3)o2)s1
-1%	41%	23%	-1%	-35%	-8%	60%[activator][59 µM]	-5%	1%	O=C(NCCc1ccccc1Cl)C1CCC(=O)N(CCCc2ccccc2)C1 (stereo not given)
12%	25%	46%[activator]	-2%	-19%	-2%	-3%[59 µM]	-22%	3%	CCn1c(=O)c2cc(C(=O)NCc3cc(OC)ccc3OC)sc2c2ccccc21
?	8%	21%	nt	-2%	i	6%[2.33 µM]	-3%	1%	CCCN(CC(=O)Nc1cc(C)on1)CC(=O)Nc1ccccc1C
1%	0%	100%[activator]	-5%	87%[activator]	i	60%[activator][59 µM]	36%[11.4 µM]	-3%	COCc1cc(Sc2ccc(Cl)cc2)nc(-c2ccccc2)n1
1%	-9%	20%	-4%	12%	-3%	-2%[59 µM]	-5%	-2%	COc1cc(C(=O)OCC(=O)NCc2ccc(F)cc2)cc(NC(=O)c2cccs2)c1OC
-1%	-5%	2%[57 µM]	0%	50µM*	-6%	3.2µM*	?	8%	CCOC(=O)c1cc(S(=O)(=O)Nc2ccc(OC(F)(F)F)cc2)[nH]n1
?	?	-19%	2%	-7%	-5%	?	-14%	26%	CC(=O)c1c(C)oc2c1cc(NS(=O)(=O)c1ccc(C(=O)O)cc1)c1ccccc12
-1%	28%	37%	0%	2%	-3%	16%	1%	-3%	Cc1cc(Cl)ccc1C(=O)C1CCCN(C(=O)c2cnn(C(C)C)c2)C1 (stereo not given)
-1%	9%	22%	-6%	-2%	0%	32µM*	?	1%	CC(=O)C(Sc1ccc2nnc(-c3ccc(C)cc3)n2n1)C(C)=O
-5%	111%[activator]	27%	2%	-21%	i	7%	-3%	-19%	COCCCNC(=O)/C(C#N)=C/c1cc(C)[nH]c1C
56%&25%[activator]	37%&14%[activator]	24%&37%	-2%&-3%	-34%&4%	-1%&-5%	-5%	-21%&0%	-8%&8%	O=C(Cn1c(=O)c2cccn2c2ccccc21)Nc1cc(F)ccc1F
-4%	16%	28%	-3%	-14%	-4%	?	-5%	20%	Cc1cc(C(=O)N2CCCC(N3CCN(c4ccccc4C)CC3)C2)n(C)n1 (stereo not given)
-1%	138%[activator]	-1%	3%	5%	-7%	5%[59 µM]	?	4%	O=C(NCCCn1ccnc1)c1nc(Cn2cc([N+](=O)[O-])cn2)no1
-3%	-13%	24%[57 µM]	-8%	1%	10%	10%[59 µM]	-23%	3%	O=C(CSc1nc2c([nH]c3ccccc32)c(=O)n1-c1ccc(F)cc1)NC1CCCCC1

Arranged by heavy-atom count (falling): 8 of the compounds above.
Pin1 inhibitor	Pol iota inh	HP1b binding inh	BLM helicase inh	BAZ2B block	PGK inhibitor	G9a inh	JMJD2A Tudor	GLS inh	SMILES
1%	-9%	20%	-4%	12%	-3%	-2%[59 µM]	-5%	-2%	COc1cc(C(=O)OCC(=O)NCc2ccc(F)cc2)cc(NC(=O)c2cccs2)c1OC
?	?	-19%	2%	-7%	-5%	?	-14%	26%	CC(=O)c1c(C)oc2c1cc(NS(=O)(=O)c1ccc(C(=O)O)cc1)c1ccccc12
-4%	16%	28%	-3%	-14%	-4%	?	-5%	20%	Cc1cc(C(=O)N2CCCC(N3CCN(c4ccccc4C)CC3)C2)n(C)n1 (stereo not given)
-1%	28%	37%	0%	2%	-3%	16%	1%	-3%	Cc1cc(Cl)ccc1C(=O)C1CCCN(C(=O)c2cnn(C(C)C)c2)C1 (stereo not given)
?	8%	21%	nt	-2%	i	6%[2.33 µM]	-3%	1%	CCCN(CC(=O)Nc1cc(C)on1)CC(=O)Nc1ccccc1C
-1%	9%	22%	-6%	-2%	0%	32µM*	?	1%	CC(=O)C(Sc1ccc2nnc(-c3ccc(C)cc3)n2n1)C(C)=O
1%	0%	100%[activator]	-5%	87%[activator]	i	60%[activator][59 µM]	36%[11.4 µM]	-3%	COCc1cc(Sc2ccc(Cl)cc2)nc(-c2ccccc2)n1
-5%	111%[activator]	27%	2%	-21%	i	7%	-3%	-19%	COCCCNC(=O)/C(C#N)=C/c1cc(C)[nH]c1C

Following part.
Pin1 inhibitor	Pol iota inh	HP1b binding inh	BLM helicase inh	BAZ2B block	PGK inhibitor	G9a inh	JMJD2A Tudor	GLS inh	SMILES
2%	27%	17%	-4%	-4%	-3%	2%	-8%	-3%	CC(C)CNS(=O)(=O)c1cc2c3c(c1)CC(=O)N3CCC2
0%	-10%	25%	-3%	-1%	-1%	-12%	-2%	2%	CC(=O)N1CCOc2ccc(S(=O)(=O)NCc3ccc(Cl)cc3)cc21
6%	25%	67%[activator]	-2%	4%	-4%	11%[59 µM]	-8%	4%	Fc1ccc(-c2nnc(-c3ccc(Cl)cc3Cl)o2)cc1
5%	10%	4%	-9%	?	10%	?	?	1%	CCS(=O)(=O)N1CCc2cc(C(=O)Nc3cc([N+](=O)[O-])ccc3C)ccc21
0%	14%	-12%	-2%	?	0%	45µM*	?	-15%	Cc1nnc(-c2ccc(N3CCCCCC3)c([N+](=O)[O-])c2)o1
-2%	116%[activator]	29%	-11%	-4%	i	nt	1%	-10%	CCC(C)c1ccc(S(=O)(=O)N2CCN(c3ccccn3)CC2)cc1 (stereo not given)
-2%	108%[activator]	50%[activator]	-4%	18µM*	-4%	25%	20µM*	1%	O=C(CSc1nnc(-c2ccc(C(F)(F)F)cn2)o1)Nc1ccccc1Cl
2%	-3%	25%	-1%	-7%	-8%	?	-21%	-2%	N#CCCn1c(SCC(=O)c2c[nH]c3ccccc23)nc2ccccc21
0%	-13%	55%[activator]	4%	-19%	-8%	?	1%	-1%	O=C(Nc1ccccc1F)c1nc(S(=O)(=O)Cc2ccccc2F)ncc1Cl
1%	23%	19%	-1%	8%	-10%	9%[59 µM]	-14%	4%	CC(=O)NCC(=O)OC(C(=O)c1ccccc1)c1ccc(Cl)cc1 (stereo not given)
5%	18%	13%	-2%	0%	9%	1%[59 µM]	-22%	4%	O=C(c1cccc(F)c1)N1CCC(c2c[nH]c3ccccc23)(c2c[nH]c3ccccc23)CC1
4%	39%[activator]	21%	-8%	-1%	10%	13%	3%	-20%	CS(=O)(=O)c1ccc(Cl)c(NC(=O)CCCSc2ccccc2)c1
8%	151%[activator]	27%	-3%	-11%	-1%	24%	1%	-18%	Cn1c(=O)oc2cc(S(=O)(=O)Nc3ccccc3F)ccc21
5%	-5%	27%	131%[activator]	4%	2%	13%[12.7 µM]	-3%	?	CCN1CCCC1CNC(=O)c1cc2c(-c3cccc(OC)c3)nn(C)c2s1 (stereo not given)
-5%	68%[activator]	38%	-1%	-1%	-4%	-1%	-6%	3%	CCOC(=O)CN1C(=O)N(CC(=O)OCC)C(c2ccccc2)(c2ccccc2)C1=O
?	40%[activator]	28%	-6%	-22%[57.1 µM]	3%	12%	-19%	0%	CC(C)c1ccc(C2CC(=O)c3cnc(NC(=O)c4ccco4)nc3C2)cc1 (stereo not given)
?	14%	29%	-2%	6%	-1%	-1%[59 µM]	-12%	11%	C/C(=N\OCC(=O)N/N=C/c1ccc(C)cc1O)c1cccs1
-4%	-4%	44%[activator]	-2%	3%	i	-6%	-12%	1%	N#CCCN(C(=O)c1ccco1)c1ccccc1
-1%	67%[activator]	35%	4%	8%	4%	53%[activator]	4%[57.1 µM]	1%	COC(=O)c1ccc(/C=N/NC(=O)C(=O)NCc2ccccc2)cc1
3%	13%	15%	-7%	-26%	-2%	-7%[59 µM]	-25%	0%	Cc1ccc(Cl)cc1N1CCN(C(=O)c2ccc3nc(N4CCC(C)CC4)sc3c2)CC1
-19%	26%	11%	-5%	-12%	i	?	-19%	?	COc1cc2cc(CNc3ccc(C)cc3)c(=O)n(CC(=O)Nc3ccc(F)cc3F)c2cc1OC
0%	112%[activator]	-14%	-4%	1%[57.1 µM]	-10%	5%	-22%	3%	O=C(NC(=S)Nc1nc(-c2ccc(Br)cc2)cs1)c1cccnc1

The list is partial; count on the stated rates, not on these rows.
